# Screening data deposited in PubChem BioAssay by Broad Institute.
# T cruzi growth – T. cruzi proliferation inhibition; T. cruzi beta-gal in NIH3T3, GalScreen luminescence, 90 h; inhibition, % at 8.34 µM; 77,000 compounds, 5.9% hits;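 active = mean inhibition above about 93%, with at least 55% of replicates each passing it, limit read from the data, passing the limit was not always enough; inconclusive = only one of those two conditions holds; inactive = neither condition holds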
# C diff HTS – blocks growth of Clostridium difficile; Clostridium difficile clinical isolate growth, OD600, 24 h; active compounds read low; growth activity, negative = inhibition, % at 16 µg/mL (by protocol); 86,000 compounds, 0.25% hits; AID 1259249;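 active = mean growth activity at or below -80% and every replicate also at or below -80%; inconclusive = mean at or below -80% but some replicate above -80%; inactive = mean growth activity above -80%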;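 note: 0% = DMSO wells and -100% = levofloxacin 16 µg/mL wells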
# Pf Dd2 inh – inhibitors of Plasmodium falciparum Dd2 growth | P. falciparum Dd2 growth, SYBR Green, 72 h; active compounds read low | activity change, % at 10 µM | 94,000 compounds, 2.3% hits; in the data active = activity change below about -80%; inconclusive = no clear call, values can overlap the other calls
# KDM4C inh – inhibitors of human demethylase GASC-1 KDM4C; 96,000 compounds, 0.15% hits; inhibition, % at 12.5 µM; GST-KDM4C 2-372, H3K9me3 peptide, LANCE TR-FRET; Q9H3R0;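 active = mean replicate inhibition above about 25%, with at least 55% of replicates also reaching it, limit read from the data, passing the limit was not always enough; inconclusive = only one of those two conditions met; inactive = neither condition met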
# Target sequence (Q9H3R0 2-372 limits assumed): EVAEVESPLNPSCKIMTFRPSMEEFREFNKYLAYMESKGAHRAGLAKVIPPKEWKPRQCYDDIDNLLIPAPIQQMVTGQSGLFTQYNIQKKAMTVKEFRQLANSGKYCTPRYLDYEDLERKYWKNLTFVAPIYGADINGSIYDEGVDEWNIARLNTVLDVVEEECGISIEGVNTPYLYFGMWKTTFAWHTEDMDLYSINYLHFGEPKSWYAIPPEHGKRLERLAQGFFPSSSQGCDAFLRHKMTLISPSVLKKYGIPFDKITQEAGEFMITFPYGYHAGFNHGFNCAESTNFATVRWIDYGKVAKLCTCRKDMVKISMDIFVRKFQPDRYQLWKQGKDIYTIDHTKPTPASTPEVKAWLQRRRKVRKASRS
#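 Compound: one test concentration per compound; Material: GST-GASC-1 enzyme fragment 2-372; Amount: GASC-1 enzyme at 10 nM final in reaction; Also added: H3K9me3 peptide substrate, Fe(II), 2-oxoglutarate; Technique: LANCE TR-FRET; Times: 30 min demethylation and 1 h detection at room temperature.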
# An asterisk follows results filed as active; ? = inconclusive; nt = no result given; & = joins results of further samples.
# Values run as follows: Pf Dd2 inh, C diff HTS, T cruzi growth, KDM4C inh
COc1ccc(NC(=O)Nc2ccc3c(c2)C(=O)N([C@@H](C)CO)C[C@@H](C)[C@@H](CN(C)CC2CC2)OCCCC[C@@H](C)O3)cc1
    -75, 4, 13, -1.7
COc1ccc(S(=O)(=O)Nc2ccc3c(c2)C(=O)N([C@@H](C)CO)C[C@@H](C)[C@H](CN(C)Cc2ccccc2)OCCCC[C@@H](C)O3)cc1
    8, -2, 45, -0.8
Cc1ccc(S(=O)(=O)Nc2ccc3c(c2)C(=O)N([C@@H](C)CO)C[C@@H](C)[C@@H](CN(C)C(=O)CCCN(C)C)OCCCC[C@H](C)O3)cc1
    16, nt, 47, 1.4
CCC(=O)N1CC(=O)N2[C@H](C1)[C@H](c1ccc(C#Cc3cccc(F)c3)cc1)[C@@H]2CO
    -7, 9, nt, 3.5
O=C(C[C@@H]1C[C@H]2c3cc(NC(=O)C4CCC4)ccc3O[C@H]2[C@@H](CO)O1)NC1CCCCC1
    24, nt, -6, -2.6
COc1ccccc1-c1ccc([C@@H]2[C@H](C#N)N(C(=O)CN(C)C)[C@H]2CO)cc1
    -11, 13, 53, 3.6
CNC(=O)C[C@H]1CC[C@H]2[C@@H](COC[C@@H](O)CN2Cc2ccc(C(F)(F)F)cc2)O1
    -14, -6&-8, nt, 1.9
CC=Cc1ccc2n(c1=O)C[C@@H]1N[C@H]2[C@H](C(=O)NC2CCCC2)[C@H]1CO (mixture of isomers)
    7, 5, nt, -0.8
COc1ccc(-c2ccc3c(c2)[C@H]2[C@H](CCN2C(=O)c2cccc(F)c2)[C@H](CO)N3)cc1
    3, 73, 30, 1.1
Cc1noc(C)c1NC(=O)N(C)C[C@@H]1OCCCC[C@@H](C)Oc2ccc(NC(=O)Nc3cccc4ccccc34)cc2C(=O)N([C@@H](C)CO)C[C@H]1C
    15, -1, 19, 0.6
CCNC(=O)[C@@H]1[C@@H](CO)[C@@H]2Cn3c(ccc(C4=CCCC4)c3=O)[C@@H]2N1C(=O)CC1CC1
    8, 1, ?, 1.1
O=C(O)C[C@@H]1CC[C@H]2[C@@H](COC[C@H](O)CN2S(=O)(=O)c2ccc(Oc3ccccc3)cc2)O1
    12, -4&-9, 16, -1.4
O=C(C[C@H]1C[C@@H]2c3cc(NC(=O)c4cccnc4)ccc3O[C@@H]2[C@@H](CO)O1)NCCc1ccccc1
    -31, 0, 129*, 0.5
COc1ccc(CN(C)C[C@@H]2OCCCC[C@H](C)Oc3ccc(NC(=O)Nc4ccc(OC)cc4)cc3C(=O)N([C@@H](C)CO)C[C@@H]2C)cc1
    -81*, nt, 100*, -0.2
CO[C@@H]1CN(C)C(=O)c2cc(NC(=O)NC(C)C)ccc2OC[C@H](C)N(CCC(F)(F)F)C[C@H]1C
    -43, -3, 31, -0.1
O=C(NCc1ccccc1)[C@H]1N[C@H]2c3cccc(=O)n3C[C@H]2[C@@H]1CO
    nt, 2, -13, 0.5
C[C@@H]1CCCCO[C@@H](CN(C)C(=O)CCC(F)(F)F)[C@H](C)CN([C@H](C)CO)C(=O)c2cc(NS(=O)(=O)c3ccc(Cl)cc3)ccc2O1
    -34, nt, 88, -0.6
Cc1ccccc1S(=O)(=O)N1CC[C@@H]2[C@H]1c1cc(-c3ccccc3)ccc1N[C@@H]2CO
    30, 62, 92, 0.9
Cc1noc(C)c1NC(=O)N(C)C[C@H]1Oc2c(NC(=O)C3CC3)cccc2C(=O)N([C@@H](C)CO)C[C@@H]1C
    27, -1, 6, 1.0
COc1cccc(NC(=O)N(C)C[C@@H]2OCc3ccccc3-c3ccccc3C(=O)N([C@@H](C)CO)C[C@@H]2C)c1
    -7, -3, -1, 3.1

# Reformatted with tabs: five of the compounds above
molecule	Pf Dd2 inh	C diff HTS	T cruzi growth	KDM4C inh
Cc1noc(C)c1NC(=O)N(C)C[C@H]1Oc2c(NC(=O)C3CC3)cccc2C(=O)N([C@@H](C)CO)C[C@@H]1C	27	-1	6	1.0
Cc1ccc(S(=O)(=O)Nc2ccc3c(c2)C(=O)N([C@@H](C)CO)C[C@@H](C)[C@@H](CN(C)C(=O)CCCN(C)C)OCCCC[C@H](C)O3)cc1	16	nt	47	1.4
COc1ccccc1-c1ccc([C@@H]2[C@H](C#N)N(C(=O)CN(C)C)[C@H]2CO)cc1	-11	13	53	3.6
COc1ccc(S(=O)(=O)Nc2ccc3c(c2)C(=O)N([C@@H](C)CO)C[C@@H](C)[C@H](CN(C)Cc2ccccc2)OCCCC[C@@H](C)O3)cc1	8	-2	45	-0.8
COc1ccc(NC(=O)Nc2ccc3c(c2)C(=O)N([C@@H](C)CO)C[C@@H](C)[C@@H](CN(C)CC2CC2)OCCCC[C@@H](C)O3)cc1	-75	4	13	-1.7

# More records.
# Values run as follows: Pf Dd2 inh, C diff HTS, T cruzi growth, KDM4C inh
C[C@@H]1CN([C@H](C)CO)C(=O)c2cc(-c3ccncc3)cnc2O[C@H]1CN(C)C
    20, -1, -32, 0.3
O=C(C[C@@H]1CC[C@H]2[C@@H](COC[C@@H](O)CN2S(=O)(=O)c2ccccc2Cl)O1)NCc1ccccc1Cl
    -10, nt, 4, 0.1
C[C@H](CO)N1C[C@H](C)[C@H](CN(C)C)Oc2ccc(NC(=O)CCN3CCOCC3)cc2CC1=O
    25, -2, nt, 0.3
C[C@@H]1CN([C@@H](C)CO)C(=O)c2cccc(NS(=O)(=O)c3cn(C)cn3)c2O[C@H]1CN(C)C(=O)Nc1ccc(F)cc1
    -27, -5, 16, 2.7
C[C@H](CO)N1C[C@H](C)[C@H](CN(C)Cc2cccc(O)c2)OCc2cnnn2CCCC1=O
    -12, nt, 8, -0.9
CO[C@H]1CN(C)C(=O)c2ccc(NS(=O)(=O)c3cn(C)cn3)cc2OC[C@H](C)N(CCC(F)(F)F)C[C@H]1C
    -4, nt, 59, 0.9
COc1ccc(S(=O)(=O)Nc2ccc3c(c2)CC(=O)N([C@H](C)CO)C[C@H](C)[C@H](CN(C)Cc2ccc4c(c2)OCO4)O3)cc1
    -20, -5, 69, -0.6
Cc1ccc(S(=O)(=O)N(C)C[C@@H]2Oc3c(NC(=O)c4cc(C)nn4C)cccc3C(=O)N([C@H](C)CO)C[C@H]2C)cc1
    26, 3, 27, 0.9
COCC(=O)Nc1ccc2c(c1)[C@H]1C[C@@H](CC(=O)NCc3ccccc3)O[C@H](CO)[C@H]1O2
    9, nt, 36, 0.0
C[C@@H]1CCCCO[C@@H](CN(C)C(=O)Cc2ccccc2)[C@H](C)CN([C@@H](C)CO)C(=O)c2cc(NC(=O)Nc3ccccc3)ccc2O1
    22, nt, -71, -0.1
Cc1noc(C)c1NC(=O)Nc1ccc2c(c1)C(=O)N([C@@H](C)CO)C[C@@H](C)[C@@H](CN(C)C(=O)Nc1ccc(C(F)(F)F)cc1)O2
    17, -10, 71, -1.5
COc1ccc2c3c([nH]c2c1)[C@@H](CO)N(Cc1ccccc1)CC31CCN(S(=O)(=O)c2ccc(C)cc2)CC1
    -57, 1, nt, -0.7
O=C(C[C@H]1C[C@@H]2c3cc(NS(=O)(=O)c4ccccc4)ccc3O[C@@H]2[C@H](CO)O1)N1CCOCC1
    -13, 3, 80, 0.3
O=C(C[C@@H]1C[C@@H]2c3cc(NC(=O)CC4CC4)ccc3O[C@@H]2[C@@H](CO)O1)NCc1ccc2c(c1)OCO2
    16, -2, 16, 1.5
C/C=C/c1ccc([C@H]2[C@@H](CNC(=O)CC3CC3)N(C(=O)CC)[C@H]2CO)cc1
    1, -5, 103*, 0.1
O=C(O)C[C@@H]1C=C[C@H](NC(=O)c2ccncc2)[C@@H](CO)O1
    11, nt, -24, -0.3
C[C@@H]1CN([C@H](C)CO)C(=O)c2cccc(NC(=O)C3CCCCC3)c2O[C@H]1CN(C)Cc1ccc(C(=O)O)cc1
    9, 1, 9, 1.8
C[C@@H]1CN([C@H](C)CO)C(=O)c2cccc(NS(=O)(=O)c3ccc(F)cc3)c2O[C@@H]1CN(C)C(=O)NC1CCCCC1
    -12, 3, 4, 1.4
COc1cccc(-c2ccc([C@@H]3[C@@H](CO)N4CCCCN(C(=O)NC(C)C)C[C@H]34)cc2)c1
    46, -15, 74, -1.0
O=C(c1cccnc1)N1C[C@@H]2[C@H](c3ccccc31)[C@@H](CO)N2C(=O)C1CCCC1
    0, 0, -9, 2.1

# (more compounds)
# Values run as follows: Pf Dd2 inh, C diff HTS, T cruzi growth, KDM4C inh
Cc1ccc(S(=O)(=O)Nc2cccc3c2O[C@H](CN(C)C(=O)Nc2ccc4c(c2)OCO4)[C@@H](C)CN([C@H](C)CO)C3=O)cc1
    6, 1, 76, 0.8
Cc1ccccc1-c1cnc2c(c1)C(=O)N([C@@H](C)CO)C[C@@H](C)[C@@H](CN(C)C(=O)c1cccnc1)O2
    nt, 5, -15, -0.6
Cc1ccc(S(=O)(=O)Nc2ccc3c(c2)CC(=O)N([C@H](C)CO)C[C@H](C)[C@@H](CN(C)C(=O)Nc2ccc(F)cc2)O3)cc1
    28, 3, 38, -0.3
Cc1noc(C)c1S(=O)(=O)Nc1ccc2c(c1)C(=O)N([C@H](C)CO)C[C@@H](C)[C@@H](CN(C)Cc1ccncc1)O2
    7, -4, 27, 0.0
C[C@@H](NC(=O)C[C@H]1CC[C@@H](NS(=O)(=O)c2cccc(F)c2)[C@H](CO)O1)c1ccccc1
    -19, -2, 38, -0.8
COCC(=O)N(C)C[C@H]1Oc2cc(-c3ccccc3)ccc2S(=O)(=O)N([C@@H](C)CO)C[C@H]1C
    34, -3, 35, -12
C[C@H]1CN([C@@H](C)CO)S(=O)(=O)c2ccc(C3=CCCC3)cc2O[C@H]1CN(C)C(=O)Nc1ccc2c(c1)OCO2
    -48, 4, 54, -0.1
CC(=O)N(C)C[C@@H]1Oc2ncc(-c3cccc(C#N)c3)cc2C(=O)N([C@H](C)CO)C[C@@H]1C
    22, -3, 4, -1.3
CO[C@H]1CN(C)C(=O)c2ccc(NC(=O)C3CCCC3)cc2OC[C@@H](C)N(CCC(F)(F)F)C[C@H]1C
    22, 10, -28, 1.4
C[C@@H]1CCCCO[C@@H](CN(C)C(=O)Nc2ccc(C(F)(F)F)cc2)[C@@H](C)CN([C@H](C)CO)C(=O)c2cc(NS(=O)(=O)c3ccc(F)cc3)ccc2O1
    -58, 5, nt, 0.6
COc1ccccc1-c1ccc2c(c1)[C@@H]1[C@@H](CCN1C(=O)C1CCOCC1)[C@@H](CO)N2
    -7, -16, 89, 8.5
C/C=C/c1ccc2c(c1)O[C@@H](CN(C)C(=O)Cc1cccnc1)[C@H](C)CN([C@@H](C)CO)S2(=O)=O
    21, 0, nt, 5.7
COc1ccc(S(=O)(=O)N(C)C[C@@H]2OCc3cnnn3CCCC(=O)N([C@@H](C)CO)C[C@@H]2C)cc1
    -15&-15, 0&1, -251&-9, -0.2
C/C=C/c1ccc([C@@H]2[C@H](CO)N[C@H]2CNS(=O)(=O)c2ccccc2)cc1
    9, 8, 40, -2.5
C[C@H]1CN([C@@H](C)CO)C(=O)c2cccc(NC(=O)C3CCOCC3)c2O[C@@H]1CN(C)Cc1ccc(C(=O)O)cc1
    61, 1, -13, 0.1
COCC#Cc1cnc2c(c1)C(=O)N([C@H](C)CO)C[C@H](C)[C@H](CN(C)S(=O)(=O)c1cccc(OC)c1)O2
    -1, 3, -5, -0.2
COc1ccc(NC(=O)Nc2ccc3c(c2)C(=O)N([C@@H](C)CO)C[C@H](C)[C@H](CN(C)S(=O)(=O)c2ccc(Cl)cc2)O3)cc1
    -5, -6, 77, -0.4
COc1ccc(NC(=O)Nc2cccc3c2O[C@@H](CN(C)C(=O)Nc2cccc4ccccc24)[C@@H](C)CN([C@@H](C)CO)C3=O)cc1
    -49, 24, 29, -1.3
C[C@H]1CN([C@@H](C)CO)C(=O)c2cc(NC(=O)Nc3ccc(C(F)(F)F)cc3)ccc2O[C@H]1CN(C)S(=O)(=O)c1ccccc1
    -10, 23, 54, -0.5
O=C(NCC1CCCCC1)[C@@H]1[C@@H](CO)[C@@H]2Cn3c(cccc3=O)[C@@H]2N1Cc1ccccn1
    8, -2, 65, 2.8

# Next part:
# Values run as follows: Pf Dd2 inh, C diff HTS, T cruzi growth, KDM4C inh
O=C(C[C@@H]1CC[C@H](NC(=O)C2CC2)[C@@H](CO)O1)Nc1ccccc1
    2, -3, 67, 0.4
COc1ccc2c3c(n(C)c2c1)[C@H](CO)N(CC1CCCC1)CC31CCN(C(C)=O)CC1
    -17, 1, nt, 0.5
COc1ccc(NC(=O)N(C)C[C@@H]2Oc3cc(C#CCN(C)C)ccc3S(=O)(=O)N([C@@H](C)CO)C[C@@H]2C)cc1
    -4, 2, 59, 2.8
O=C(C[C@H]1C[C@H]2c3cc(NC(=O)Nc4ccccc4F)ccc3O[C@H]2[C@@H](CO)O1)NCc1ccc(Oc2ccccc2)cc1
    -36, 4, 1, 1.4
CC(C)CC#Cc1cnc2c(c1)C(=O)N([C@H](C)CO)C[C@@H](C)[C@@H](CN(C)C(=O)c1ccc(F)cc1)O2
    -6, -2, 19, -1.2
C[C@@H]1CN([C@H](C)CO)C(=O)Cc2cc(NC(=O)Cc3ccccc3)ccc2O[C@@H]1CN(C)S(C)(=O)=O
    13, 1, 29, -0.7
CCC(=O)N1[C@H](CNC(=O)CN2CCOCC2)[C@@H](c2ccccc2)[C@@H]1CO
    16, nt, -9, 0.1
